Screening data from PubChem.
HCV inhibitor – HCV inhibition | 340,000 tested, 3.4% active | AID 651820 | Potency, µM (series often up to 41.8 µM), inactives show at the top dose activity change, negative = inhibition, actives largely listed as inhibitors | Huh7.5.1 HCVcc-Cre infection, luciferase reporter, 44 h; further: potency means the concentration at half of the fitted maximal effect
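Luciferase read-out (15 sec integration) after a 15 min room-temperature substrate step quantifies HCVcc-Cre infection. Cells, 1,000 per well, had compound added 4 h post-plating, then virus at ~0.5 moi, and were cultured 44 h.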
HCMV inh – human cytomegalovirus inhibition. HFF cells, HCMV-luciferase reporter, 72 h; stronger effect = lower value. activity change, negative = inhibition, % at 57.5 µM. 410,000 tested, 4.5% active. AID 1259415; in the data active means activity change below about -60%; inconclusive means no clear call, values can overlap the other calls; inactive means above about -39%
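Inhibition of viral replication was scored as loss of reporter luminescence in HFFs infected with HCMV-luciferase (MOI 1 PFU/cell) for 72 h; compounds tested at 2 doses, normalized to buffer and Salinomycin controls.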
AmpC no deterg – blocks E. coli AmpC beta-lactamase in detergent-free assay. P00811. AmpC nitrocefin hydrolysis, absorbance 480 nm, 0.0001% Triton. Potency, µM (titrated, usually from 57.1 µM), without a hit: at the highest dose activity change, negative = inhibition, usual class: inhibitors. 330,000 tested, 0.52% active. AID 485341;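 further: potency means the concentration at half of the fitted maximal effect; plate controls were no compound for no effect and no enzyme for full effect; nearly all actives have a fitted effect of over 20% in size; some results filed as inactive show a strong effect at the top dose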
Target sequence (P00811 whole entry, looked up): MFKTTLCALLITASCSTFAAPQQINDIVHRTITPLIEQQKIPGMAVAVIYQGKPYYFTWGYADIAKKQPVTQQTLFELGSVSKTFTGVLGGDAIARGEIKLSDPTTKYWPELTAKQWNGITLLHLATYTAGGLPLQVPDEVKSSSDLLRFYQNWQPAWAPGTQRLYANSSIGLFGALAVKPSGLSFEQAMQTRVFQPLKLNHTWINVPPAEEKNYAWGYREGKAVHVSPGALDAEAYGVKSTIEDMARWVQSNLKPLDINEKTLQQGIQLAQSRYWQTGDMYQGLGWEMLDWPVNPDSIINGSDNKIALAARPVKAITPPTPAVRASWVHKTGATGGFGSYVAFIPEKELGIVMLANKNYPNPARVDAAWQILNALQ
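AmpC (5.3 nM in the dispensed reagent) in 20 mM phosphate pH 7.0 with 0.01% (detergent screen) or 0.0001% Triton X-100 was preincubated with compounds for 15 min at room temperature. Nitrocefin was then added from an 800 uM solution, and hydrolysis was followed at 480 nm.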
TbPYK inhibitor – inhibitors of Trypanosoma brucei pyruvate kinase. TbPYK enzyme, Kinase-Glo Plus ATP luminescence, 45 min. Q57TT1. 410,000 tested, 0.12% active. Potency, µM (top dose mostly 76.8 µM), without a hit: at the highest dose activity, negative = inhibition, most hits filed as inhibitors; further: potency means the concentration at half of the fitted maximal effect; nearly all actives have a fitted effect of over 50% in size
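Quantitative HTS: titrated library compounds versus trypanosomal pyruvate kinase in TEA buffer (pH 7.2) containing KCl, MgCl2, BSA and Tween-20. Reactions were initiated with ADP, 130 uM final. Kinase-Glo Plus luminescence was read after 45 min at RT.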
LmPK inhibitor – blocks Leishmania mexicana pyruvate kinase activity; Potency, µM (highest dose often 57.5 µM), for the others: at the top dose activity change, negative = inhibition, most hits filed as inhibitors; purified LmPK, Kinase-Glo ATP luminescence, 1 h; 290,000 tested, 0.37% active; Q27686; further: potency means the concentration at half of the fitted maximal effect
Target sequence (Q27686 whole entry, looked up): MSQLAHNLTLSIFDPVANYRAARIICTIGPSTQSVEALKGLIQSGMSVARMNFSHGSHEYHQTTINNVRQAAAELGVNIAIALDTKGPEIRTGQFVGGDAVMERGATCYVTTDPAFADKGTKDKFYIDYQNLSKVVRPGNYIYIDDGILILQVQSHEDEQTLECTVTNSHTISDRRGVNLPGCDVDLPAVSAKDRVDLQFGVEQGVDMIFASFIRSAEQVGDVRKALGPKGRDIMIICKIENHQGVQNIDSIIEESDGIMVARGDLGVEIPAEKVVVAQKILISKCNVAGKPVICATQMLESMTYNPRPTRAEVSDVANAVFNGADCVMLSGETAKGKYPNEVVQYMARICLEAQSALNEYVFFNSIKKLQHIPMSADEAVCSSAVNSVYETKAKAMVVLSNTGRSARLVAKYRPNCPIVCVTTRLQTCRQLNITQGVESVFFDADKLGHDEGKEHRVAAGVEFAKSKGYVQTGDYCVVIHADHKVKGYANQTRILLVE
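0.1 nM LmPK, 0.5 mM PEP, 0.1 mM ADP; 50 mM imidazole pH 7.2, 7 mM MgCl2, 50 mM KCl; 1 h RT. Kinase-Glo luminescence readout, normalized to no-enzyme (full inhibition) and uninhibited wells.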
AMA1 RON2 block – disrupts binding of P. falciparum AMA1 to RON2; AlphaScreen AMA1-biotinylated RON2 peptide binding; Potency, µM (top dose mostly 58.2 µM), for inactives: at the top dose activity change, negative = inhibition, most hits filed as inhibitors; 360,000 tested, 0.2% active;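 further: potency means the concentration at half of the fitted maximal effect; 0% = vehicle wells and -100% = peptide control; nearly all actives have a fitted effect of over 45% in size; some results filed as inactive show a strong effect at the top dose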
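AMA1 (3D7) with his tag at 25 nM final met compounds first, then biotinylated RON2 peptide at 25 nM; detection used donor plus acceptor beads, 10 µg/mL apiece, read by AlphaScreen after 30 min at room temperature.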
AmpC inh detg – AmpC beta-lactamase inhibition with detergent present. P00811. AmpC hydrolysis of nitrocefin, absorbance 480 nm, 0.01% Triton. Potency, µM (highest dose often 114 µM), for the others: at the top dose activity change, negative = inhibition, usual class: inhibitors. 370,000 tested, 0.041% active. AID 485294;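 further: potency means the concentration at half of the fitted maximal effect; 0% = no-compound wells and -100% = no-enzyme wells; nearly all actives have a fitted effect of over 25% in size; some results filed as inactive show a strong effect at the top dose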
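20 mM phosphate pH 7.0 + 0.01% (detergent screen) or 0.0001% Triton X-100; 5.3 nM AmpC reagent; cpd preinc 15 min RT; nitrocefin (800 uM stock) to start; A480 q20 s × 4 min; Activity was normalised to no-enzyme and no-compound control wells.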
An asterisk follows results filed as active; & = joins results of further samples; [ ] = dose if it differs, or a comment. Unless noted, the call rests on the fitted dose curve; in most records, active means well fitted curve in the direction sought with a large enough effect; inconclusive means small, poorly fitted or top-dose-only effect, or another doubt; inactive means no such curve, though single readings can be large; an effect the other way counts as inactive or inconclusive. Unless noted, on the % scale 0 is the no-effect control and ±100 the full control effect. This is a random part of the collection. About 7.5% of those tested had a hit in this group.

A first look (four entries):
CSc1ccc(-c2nc(CN(C)C3CCOC3)c(C)o2)cc1 (stereo unspecified) was read as HCV inhibitor 1%, HCMV inh 26, AmpC no deterg 34%, TbPYK inhibitor 0%, LmPK inhibitor 0%, AMA1 RON2 block -7% and AmpC inh detg -3%.
`COc1ccc(N2CCN(C(=N)/C(C(C)=O)=C(\C)O)CC2)cc1` gave HCV inhibitor 5%, HCMV inh 12, AmpC no deterg -10%, TbPYK inhibitor 9%, LmPK inhibitor -3%, AMA1 RON2 block 25% and AmpC inh detg -15%.
CC(C)NC(=O)C1(c2ccccc2)CCOCC1 was read as HCV inhibitor -8%, HCMV inh -26, AmpC no deterg -12%, TbPYK inhibitor -2%, LmPK inhibitor 4%, AMA1 RON2 block 0% and AmpC inh detg -8%.
Screening CC1=C(C(=O)N(C(C)C)C(C)C)CC(CC(=O)NC2CC2)C(=O)N1CCC1=CCCCC1 (stereo unspecified) returned HCMV inh -4, TbPYK inhibitor 9% and AMA1 RON2 block -1%.

Main list, previewed entries included:
CSc1ccc(-c2nc(CN(C)C3CCOC3)c(C)o2)cc1 (stereo unspecified) was read as HCV inhibitor 1%, HCMV inh 26, AmpC no deterg 34%, TbPYK inhibitor 0%, LmPK inhibitor 0%, AMA1 RON2 block -7% and AmpC inh detg -3%.
`COc1ccc(N2CCN(C(=N)/C(C(C)=O)=C(\C)O)CC2)cc1` gave HCV inhibitor 5%, HCMV inh 12, AmpC no deterg -10%, TbPYK inhibitor 9%, LmPK inhibitor -3%, AMA1 RON2 block 25% and AmpC inh detg -15%.
CC(C)NC(=O)C1(c2ccccc2)CCOCC1 was read as HCV inhibitor -8%, HCMV inh -26, AmpC no deterg -12%, TbPYK inhibitor -2%, LmPK inhibitor 4%, AMA1 RON2 block 0% and AmpC inh detg -8%.
Screening CC1=C(C(=O)N(C(C)C)C(C)C)CC(CC(=O)NC2CC2)C(=O)N1CCC1=CCCCC1 (stereo unspecified) returned HCMV inh -4, TbPYK inhibitor 9% and AMA1 RON2 block -1%.
`Cc1cccnc1NC(=S)Nc1ccc(Br)cc1Cl` gave HCV inhibitor inconclusive, HCMV inh 14, AmpC no deterg -20%, TbPYK inhibitor -5%, LmPK inhibitor -6%, AMA1 RON2 block 61%[activator] and AmpC inh detg 5%.
CC(NC(=O)CCn1c(=O)c2cccn2c2ccc(F)cc21)c1ccccc1 (stereo unspecified) was read as HCMV inh -11, TbPYK inhibitor 0% and AmpC inh detg 2%.
Screening C[C@H]1[C@H]2c3nc4ccccc4n3C[C@H]1ON2C1CCCCC1 returned HCV inhibitor 4%, HCMV inh 6, AmpC no deterg 24%, TbPYK inhibitor -7%, LmPK inhibitor -8%, AMA1 RON2 block -2% and AmpC inh detg -7%.
`CCN1C(=O)C(C)S/C1=N\S(=O)(=O)c1ccc(Cl)s1` (stereo unspecified) gave HCV inhibitor 11%, HCMV inh 38, AmpC no deterg -39%, TbPYK inhibitor 1%, LmPK inhibitor 9%, AMA1 RON2 block -5% and AmpC inh detg -12%.
`Cn1ncc(Br)c1NC(=O)CSc1ccc(Cl)cc1` gave HCV inhibitor 25µM*, HCMV inh -35, AmpC no deterg 1%, TbPYK inhibitor -1%, LmPK inhibitor 1%, AMA1 RON2 block -3% and AmpC inh detg 0%.
`O=C(CC1Nc2cccc3cccc(c23)NC1=O)Nc1ccccc1` (stereo unspecified) gave HCV inhibitor 11%, HCMV inh 23, AmpC no deterg -50%, TbPYK inhibitor -7%, LmPK inhibitor -2%, AMA1 RON2 block -21% and AmpC inh detg -18%.
Screening COc1ccc(S(=O)(=O)NCC(=O)N(CC(=O)NCc2ccco2)C2CCCC2)cc1 returned HCV inhibitor 5%, HCMV inh 11, AmpC no deterg -3%, TbPYK inhibitor -12%, LmPK inhibitor -5%, AMA1 RON2 block -5% and AmpC inh detg 1%.
For CC(C)OCCCN1C(=O)c2[nH]nc(-c3ccccc3O)c2C1c1ccccc1F (stereo unspecified) the results were HCMV inh -12, TbPYK inhibitor -5% and AmpC inh detg 16%.
O=C(COc1ccc(Cl)cc1Cl)Nn1c(=S)[nH]c2ncccc2c1=O was read as HCV inhibitor 6%, HCMV inh -14, AmpC no deterg -17%, TbPYK inhibitor 1%, LmPK inhibitor 2%, AMA1 RON2 block 43% and AmpC inh detg 4%.
For O=C(NC1CCCC1)C(c1ccncc1)N(C(=O)c1csnn1)c1cccc(F)c1 (stereo unspecified) the results were HCV inhibitor -2%, HCMV inh 4, AmpC no deterg -16%, TbPYK inhibitor 2%, LmPK inhibitor -3%, AMA1 RON2 block 9% and AmpC inh detg -8%.
COc1cc(/C=C2\SC(=Nc3ccc(O)cc3)NC2=O)cc(OC)c1OC was read as HCV inhibitor 4µM*, HCMV inh -3, AmpC no deterg -17%, TbPYK inhibitor -5%, LmPK inhibitor 6%, AMA1 RON2 block 2% and AmpC inh detg 4%.
For Clc1ccc(-c2nc3ccccn3c2CN2CCOCC2)cc1 the results were HCV inhibitor -14%, HCMV inh 19, AmpC no deterg 3%, TbPYK inhibitor -2%, LmPK inhibitor 1%, AMA1 RON2 block -22% and AmpC inh detg -7%.
For O=C(Nc1ccccc1Cl)c1cc(C2CCCCN2C(=O)C2CCCCC2)on1 (stereo unspecified) the results were HCMV inh 14, TbPYK inhibitor 2% and AMA1 RON2 block 10%.
For O=C(NCCCCCCNC(=O)c1ccccc1O)c1ccccc1O the results were HCV inhibitor 10µM*, HCMV inh -79*, AmpC no deterg -42%, TbPYK inhibitor -7%, LmPK inhibitor 8%, AMA1 RON2 block 22% and AmpC inh detg -5%.
For CCCOc1ccc(-c2cc(C(F)(F)F)c(C#N)c(SCC(=O)O)n2)cc1 the results were HCV inhibitor -21%, HCMV inh inconclusive, AmpC no deterg -21%, TbPYK inhibitor -15%, LmPK inhibitor 15%, AMA1 RON2 block -9% and AmpC inh detg -2%.
CC(C)C[C@H](NC(=O)c1nc[nH]c1C(=O)NCC(=O)OC(C)(C)C)C(=O)OCc1ccccc1 was read as HCV inhibitor -17%[8.37 µM], HCMV inh 40, AmpC no deterg 68%[activator], TbPYK inhibitor 0%, LmPK inhibitor 3%, AMA1 RON2 block 111%[activator] and AmpC inh detg 0%.
Cc1ccc(CNC(=O)CCCCn2c(=O)c3ccccc3n(Cc3ccc(Cl)cc3)c2=O)cc1 was read as HCMV inh -5, TbPYK inhibitor 2% and AmpC inh detg -1%.
For O=c1c2ccccc2oc2ccc(-c3ccc4[nH]ccc4c3)cc12 the results were HCV inhibitor inconclusive, HCMV inh 8, TbPYK inhibitor 2% and AMA1 RON2 block 10%.
CCN1CCC2(CC1)Oc1c(OC)cccc1C1CC(c3cccnc3)=NN12 (stereo unspecified) was read as HCV inhibitor 4%, HCMV inh -10, AmpC no deterg 61%[activator], TbPYK inhibitor -8%, LmPK inhibitor -2%, AMA1 RON2 block 10% and AmpC inh detg 4%.
O=C1CCNCCN1[C@H](CO)c1ccccc1 was read as HCV inhibitor inconclusive, HCMV inh -36, AmpC no deterg -3%, TbPYK inhibitor 0%, LmPK inhibitor -1%, AMA1 RON2 block 15% and AmpC inh detg inconclusive.
`C[C@H](c1ccccc1)n1nnc(COCc2ccccc2)c1C#CCOCc1ccccc1` gave HCV inhibitor -13%, HCMV inh -24, AmpC no deterg -8%, TbPYK inhibitor 7%, LmPK inhibitor -1%, AMA1 RON2 block 63%[activator] and AmpC inh detg -1%.
Cc1cccc(C)c1NC(=O)CN1CCN(CC(=O)NCC2(N3CCCCC3)CCCCC2)CC1 was read as HCV inhibitor 5%, HCMV inh -25, AmpC no deterg -17%, TbPYK inhibitor -1%, AMA1 RON2 block -10% and AmpC inh detg 8%.
COc1ccc(CNC(=O)CCS(=O)(=O)c2ccc(Br)cc2)cc1 was read as HCV inhibitor -4%, HCMV inh -2, AmpC no deterg 3%, TbPYK inhibitor -9%, LmPK inhibitor 5%, AMA1 RON2 block 7% and AmpC inh detg 2%.
For FC(F)(F)c1nnc2c3ccccc3c(Cl)nn12 the results were HCV inhibitor inconclusive, HCMV inh -86*, AmpC no deterg -14%, TbPYK inhibitor 2%, LmPK inhibitor 5%, AMA1 RON2 block 12% and AmpC inh detg -14%.
COC(=O)NCC(C)OC(=O)Nc1ccc(Cl)cc1 (stereo unspecified) was read as HCV inhibitor -5%, HCMV inh 24, AmpC no deterg -27%, TbPYK inhibitor 2%, LmPK inhibitor 9%, AMA1 RON2 block -2% and AmpC inh detg -7%.
Cc1cc(S(=O)(=O)Nc2ccccc2C)ccc1F was read as HCV inhibitor 6%, HCMV inh -5, AmpC no deterg -14%, TbPYK inhibitor 2%, LmPK inhibitor 6%, AMA1 RON2 block -8% and AmpC inh detg -11%.
`Cc1cccc(C)c1NC(=O)C1c2ccccc2OCC(=O)N1Cc1ccccc1` (stereo unspecified) gave HCMV inh 10, TbPYK inhibitor 2% and AMA1 RON2 block 52%[activator].
For C=CCn1c(SC(C)C#N)nc2sc(CC)cc2c1=O (stereo unspecified) the results were HCV inhibitor 11%, HCMV inh -27, AmpC no deterg -10%, TbPYK inhibitor -2%, LmPK inhibitor 0%, AMA1 RON2 block 4% and AmpC inh detg -6%.
For COc1ccc(Cl)cc1-c1cc(C(=O)NCc2cccs2)[nH]n1 the results were HCMV inh -2, TbPYK inhibitor -8% and AMA1 RON2 block 14%.
For COc1ccc(NC(=O)Cn2cnc3sc(C)c(S(=O)(=O)N4CCN(C)CC4)c3c2=O)cc1OC the results were HCV inhibitor 20%, HCMV inh -15&10, AmpC no deterg -23%, TbPYK inhibitor 1%&0%, LmPK inhibitor -1%, AMA1 RON2 block 17% and AmpC inh detg -2%&3%.
`CC(=O)NCCc1nc2ccccc2n1CCOc1ccccc1` gave HCV inhibitor 10%, HCMV inh -32, AmpC no deterg 44%, TbPYK inhibitor 3%, LmPK inhibitor 1%, AMA1 RON2 block -1% and AmpC inh detg -1%.
CCCCOC(=O)Sc1nc2ccccc2o1 was read as HCV inhibitor 2%, HCMV inh -9, AmpC no deterg -10%, TbPYK inhibitor -17%, LmPK inhibitor 7%, AMA1 RON2 block -14% and AmpC inh detg -21%.
